M. tuberculosis – growth inhibition of non-replicating M. tuberculosis (AID 488890). inhibition, % at 25 µM, or IC50 in µM where a hit was titrated. 320,000 compounds, 0.39% hits. Mycobacterium tuberculosis non-replicating, growth inhibition; higher % means a stronger effect; in the data active = a potency from the dose series; inconclusive = inhibition mostly from about 82% at the one dose, without a potency; inactive = the rest, 99 in 100 with inhibition below about 76%;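 note: plate controls were DMSO cells for no effect and high antibiotic wells for full effect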
M. tuberculosis HTS – M. tuberculosis growth inhibition, HTS (AID 449762) | one-dose inhibition, % at 25 µM; IC50 in µM for titrated hits | M. tuberculosis H37Rv growth inhibition, 7H9 media; higher % means a stronger effect | 330,000 compounds, 0.59% hits; in the data active = a potency from the dose series; inconclusive = inhibition above about 70% without an active follow-up result;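 note: bacterial growth assessed after seven days of incubation; strong numbers were not always called active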
PhoP GFP inhibition – PhoP regulon inhibitors, Salmonella typhi PhoP promoter GFP reporter, confirmatory (AID 1850). Salmonella Typhi PhoP-promoter GFP reporter, fluorescence, 4 h; higher % means a stronger effect. 310,000 compounds, 0.33% hits. inhibition, % at 50 µM; hits with a dose series show IC50 in µM; in the data active = a potency from the dose series; inconclusive = inhibition mostly from about 25% at the one dose, without a potency; inactive = the rest, 99 in 100 with inhibition below about 19%;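 note: 0% = induced wells with vehicle and 100% = uninduced wells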
H1N1 NS1A inhibition – NS1A inhibition, H1N1 influenza, cell based functional assay (AID 504329) | NS1A functional cell-based assay, percent inhibition; higher % means a stronger effect | one-dose inhibition, % at 12.5 µM; IC50 in µM for titrated hits | 340,000 compounds, 0.3% hits; in the data active = a potency from the dose series; inconclusive = inhibition above about 27% without an active follow-up result; note: strong numbers were not always called active
VEEV TC-83 Vero – inhibitors of VEEV TC-83 cytopathic effect, confirmation, Vero cells (AID 588727) | inhibition, % at 20 µM; hits with a dose series show IC50 in µM | 350,000 compounds, 0.13% hits | Vero cells, VEEV TC-83 cytopathic effect inhibition; higher % means a stronger effect; in the data active = a potency from the dose series; inconclusive = inhibition mostly from about 14% at the one dose, without a potency; inactive = the rest, 99 in 100 with inhibition below about 12%; note: strong numbers were not always called active
VEEV TC-83 Vero 10K pilot screen – second read-out of VEEV TC-83 Vero, no call of its own (marks repeat the call); inhibition, %; measured here: 10K pilot screen inhibition
* hit, by the source's call; i = inactive; ? = inconclusive; . = no result given.

SMILES	M. tuberculosis	M. tuberculosis HTS	PhoP GFP inhibition	H1N1 NS1A inhibition	VEEV TC-83 Vero	others
CCOC(=O)C(CCCOc1ccc(C)cc1)C(=O)OCC	73.7%	?	-15.4%	-8.2%	4.0%
CC(C)=CCc1c(O)cc(O)c2c(=O)c(O[C@@H]3O[C@@H](C)[C@H](O)[C@@H](O)[C@H]3O)c(-c3ccc(O)cc3)oc12	38.6%	-11.4%	3.9%	6.7%	3.4%
O=C(NN=C1c2ccccc2-c2ccccc21)c1ccccn1	19.6%	64.8%	3.5%	10.3%	1.7%
CC(=O)c1ccc(OCCCC(=O)NC(C)c2ccc(S(N)(=O)=O)cc2)cc1 (stereo not drawn)	4.1%	0.1%	0.9%	12.4%	4.8%
CC(CN(C)Cc1ccccc1)OC(=O)c1ccccc1F (stereo not drawn)	25.9%	-1.5%	-4.4%	1.0%	i
Cc1cccc(NC(=O)CSc2nnc(CCCCCNC(=O)OC(C)(C)C)o2)c1C	61.5%	-1.3%	2.0%	-8.5%	3.5%
CC1CCCCC1NC(=O)c1cc2c(s1)CS(=O)(=O)C2 (stereo not drawn)	2.4%	-15.4%	-8.2%	0.3%	0.1%
CC1CCCC(NC(=O)COC(=O)c2ccc3ccccc3n2)C1C (stereo not drawn)	57.9%	-15.4%	-12.7%	-19.2%	i
CC(C)NC(=O)N(C)C[C@H]1Oc2c(NC(=O)c3ccc(-c4nccs4)cc3)cccc2C(=O)N([C@@H](C)CO)C[C@H]1C	33.0%	2.6%	.	-4.4%	0.8%
COc1cccc(C(=O)OCCCN(C)C)c1	-2.1%	3.1%	5.7%	-1.1%	1.8%
Cc1cc(=O)n2ncnc2n1COCCO	6.7%	-6.3%	-6.8%	4.1%	0.5%
CC(C)CCN1C(=O)c2ccc(C(=O)OCC(=O)N(CC(C)C)C3CCS(=O)(=O)C3)cc2C1=O (stereo not drawn)	-2.3%	-6.3%	.	7.0%	i
CC(NCc1ccc([N+](=O)[O-])cc1)C1COc2ccccc2O1 (stereo not drawn)	33.3%	5.9%	6.4%	-1.6%	0.7%
CC(C)(C)NC(=O)C(OC(=O)Cn1nnc(-c2ccc(F)cc2)n1)c1ccncc1 (stereo not drawn)	-2.9%	-3.1%	-7.8%	0.8%	0.0%
O=C(c1cc(Cl)ccc1Cl)N1CCc2ccccc21	14.6%	-0.6%	-3.5%	-2.5%	i
COc1ccc(NC(=O)CCN2CCCC2)c(OC)c1	2.6%	0.0%	15.5%	-7.7%	0.2%
O=C(Nc1ccc(Cl)cc1)N1N=CCC1c1ccccc1 (stereo not drawn)	28.3%	6.8%	-19.8%	.	1.1%
CC(=O)OCC(=O)C1(O)CCC2C3CC(F)C4=CC(=O)CCC4(C)C3C(O)CC21C (stereo not drawn)	.	.	.	-19.4%	2.9%
COC(=O)Cc1[nH]c(=O)[nH]c1C(=O)OC	-4.1%	0.9%	-9.1%	-8.0%	i
CN1CCN(S(=O)(=O)c2cccc(C(=O)NCCOc3ccccc3F)c2)CC1	-0.3%	-12.6%	-6.4%	-5.5%	i

By substructure, the compounds so far with nitrogen in an aromatic ring.
SMILES	M. tuberculosis	M. tuberculosis HTS	PhoP GFP inhibition	H1N1 NS1A inhibition	VEEV TC-83 Vero	others
O=C(NN=C1c2ccccc2-c2ccccc21)c1ccccn1	19.6%	64.8%	3.5%	10.3%	1.7%
Cc1cccc(NC(=O)CSc2nnc(CCCCCNC(=O)OC(C)(C)C)o2)c1C	61.5%	-1.3%	2.0%	-8.5%	3.5%
CC1CCCC(NC(=O)COC(=O)c2ccc3ccccc3n2)C1C (stereo not drawn)	57.9%	-15.4%	-12.7%	-19.2%	i
CC(C)NC(=O)N(C)C[C@H]1Oc2c(NC(=O)c3ccc(-c4nccs4)cc3)cccc2C(=O)N([C@@H](C)CO)C[C@H]1C	33.0%	2.6%	.	-4.4%	0.8%
Cc1cc(=O)n2ncnc2n1COCCO	6.7%	-6.3%	-6.8%	4.1%	0.5%
CC(C)(C)NC(=O)C(OC(=O)Cn1nnc(-c2ccc(F)cc2)n1)c1ccncc1 (stereo not drawn)	-2.9%	-3.1%	-7.8%	0.8%	0.0%
COC(=O)Cc1[nH]c(=O)[nH]c1C(=O)OC	-4.1%	0.9%	-9.1%	-8.0%	i

For convenience, 7 of the compounds above.
SMILES	M. tuberculosis	M. tuberculosis HTS	PhoP GFP inhibition	H1N1 NS1A inhibition	VEEV TC-83 Vero	others
CC(NCc1ccc([N+](=O)[O-])cc1)C1COc2ccccc2O1 (stereo not drawn)	33.3%	5.9%	6.4%	-1.6%	0.7%
CC(C)(C)NC(=O)C(OC(=O)Cn1nnc(-c2ccc(F)cc2)n1)c1ccncc1 (stereo not drawn)	-2.9%	-3.1%	-7.8%	0.8%	0.0%
O=C(c1cc(Cl)ccc1Cl)N1CCc2ccccc21	14.6%	-0.6%	-3.5%	-2.5%	i
COc1ccc(NC(=O)CCN2CCCC2)c(OC)c1	2.6%	0.0%	15.5%	-7.7%	0.2%
O=C(Nc1ccc(Cl)cc1)N1N=CCC1c1ccccc1 (stereo not drawn)	28.3%	6.8%	-19.8%	.	1.1%
CC(=O)OCC(=O)C1(O)CCC2C3CC(F)C4=CC(=O)CCC4(C)C3C(O)CC21C (stereo not drawn)	.	.	.	-19.4%	2.9%
COC(=O)Cc1[nH]c(=O)[nH]c1C(=O)OC	-4.1%	0.9%	-9.1%	-8.0%	i

(listing goes on)
SMILES	M. tuberculosis	M. tuberculosis HTS	PhoP GFP inhibition	H1N1 NS1A inhibition	VEEV TC-83 Vero	others
COC(=O)c1ccc(CSCC(=O)Nc2cc(OC)cc(OC)c2)o1	10.2%	0.6%	-7.3%	14.8%	7.6%
O=C(NCCOc1ccccc1Cl)C(=O)Nc1ccccc1	13.0%	5.1%	-12.9%	-1.8%	i
Fc1ccc(/C=N/NC(=S)Nc2cccnc2)cc1	-22.8%	4.3%	0.3%	-6.6%	0.5%
Cc1ccc(S(=O)(=O)C2(C(=O)N3CCN(c4cc(C)ccc4C)CC3)CC2)cc1	12.2%	5.0%	-2.2%	2.8%	3.6%
C=CCC(=O)N1CCCC(CNC(=O)c2ccc(-c3ccccc3)cc2)C1 (stereo not drawn)	7.1%	-7.3%	9.5%	-12.1%	i
COc1ccc(C(CNC(=O)c2ccc(Cl)c(S(=O)(=O)N3CCCC3)c2)N2CCCC2)cc1 (stereo not drawn)	30.9%	-5.1%	.	-4.2%	i
CSCC(C)N1CCC(Oc2cccc(C(=O)NCc3ccccn3)c2)CC1 (stereo not drawn)	-1.2%	-10.1%	-11.8%	-1.1%	1.7%
N#Cc1c(SCC(=O)Nc2ccccc2)nsc1SCC(=O)Nc1ccccc1	20.1%	2.0%	0.8%	-2.2%	0.7%
COc1ccc(C2C(C(C)=O)=C(C)N=c3s/c(=C\c4cc(C)n(C)c4C)c(=O)n32)c(OC)c1 (stereo not drawn)	16.8%	-24.8%	-30.7%	7.0%	1.9%
Cc1cccc(OCCCC(=O)Nc2ccc(N3CCCCC3)cc2)c1C	-13.9%	0.2%	9.7%	3.0%	2.4%
O=C1/C(=C/c2cc([N+](=O)[O-])ccc2Cl)N2CCC1CC2	74.2%	60.0%	11.7%	-12.9%	i
COc1ccc(-c2cc(C3CCNCC3)[nH]n2)cc1	19.7%	22.5%	0.0%	27.8%	2.1%
CN(CCc1ccccc1)C(=O)c1ccc(NC(=O)Cc2cccc([N+](=O)[O-])c2)cc1	45.8%	28.6%	.	10.2%	0.8%
O=C(O)c1cc2c(ccc3ccccc32)[nH]1	5.5%	2.0%	-0.4%	2.2%	1.0%
CCOC(=O)c1c(NC(=O)c2ccc(Cl)s2)sc(C)c1C	6.2%	-1.9%	-16.8%	-8.9%	0.5%
Cc1ccc(S(=O)(=O)N(C)C)cc1NC(=O)CCc1c[nH]c2ccccc12	20.9%	6.6%	-1.2%	3.8%	3.0%
CCC(NC(=O)C1CCCC1)c1ccc(C)cc1 (stereo not drawn)	-8.5%	-2.2%	-4.6%	22.9%	i
COc1cc(C=O)ccc1OCCOCCOc1ccc(Cl)cc1	i	4.7%	-2.1%	-5.4%	2.4%
C=CCOC(=O)N1CCC2CC1c1cc(-c3ccc(OC)cc3)ccc12 (stereo not drawn)	.	.	.	-0.1%	1.2%
O=C(COC(=O)CNC(=O)c1ccc(Cl)cc1)Nc1cccc(S(=O)(=O)N2CCCC2)c1	15.8%	-0.4%	-4.7%	7.6%	1.5%
CC(=O)c1sc(NC(=O)c2ccc(C)c(C)c2)nc1C	10.5%	1.0%	3.9%	6.7%	5.0%
O=C(Nc1cc(N2CCOCC2)ncn1)Nc1cccc2ccccc12	11.5%	2.0%	-0.8%	5.3%	0.9%
CSCC(C)N1CCC(n2nccc2NC(=O)c2ccc3c(c2)OCO3)CC1 (stereo not drawn)	-6.5%	-4.9%	-4.1%	2.2%	0.2%
COCCn1c(NC(=S)NC(=O)C2CC2)cc(=O)[nH]c1=O	3.9%	-5.2%	4.2%	12.4%	1.4%
CN1CCN(C(=O)CN(c2ccccc2)S(=O)(=O)N(C)C)CC1	9.0%	-9.1%	16.5%	.	.
O=C(NCCCn1ccnc1)c1cc2ccccc2o1	5.8%	-7.8%	3.5%	7.4%	0.1%
CCN(CC)C(=O)c1cc2c(=O)oc3ccccc3c2s1	2.1%	2.5%	2.8%	-5.4%	2.2%
N=c1sccn1CC(=O)Nc1ccccc1-c1ccccc1	-8.2%	-2.4%	-11.6%	10.4%	0.8%
CCOC(=O)C1CCN(C(=O)c2ccc3c(Cl)c4c(nc3c2)CCCC4)CC1	59.6%	5.3%	5.3%	-4.6%	0.4%
NC(=O)CC(NC(=O)Cc1ccc(Cl)cc1)c1ccc(NC2CCCCCCC2)c([N+](=O)[O-])c1 (stereo not drawn)	5.9%	-2.7%	-12.9%	18.4%	i	VEEV TC-83 Vero 10K pilot screen=0.1
COc1ccc(NC(C)=O)cc1S(=O)(=O)N1CCN(C(=O)c2ccccc2F)CC1	-3.7%	-3.2%	5.5%	-14.9%	0.8%
Clc1ccc(CNc2ccccc2NCc2ccc(Cl)nc2)cn1	15.8%	-10.3%	-1.5%	5.6%	i
CCS(=O)(=O)N1Cc2ccccc2CC1C(=O)Nc1ccc(F)c(F)c1F (stereo not drawn)	6.2%	1.1%	-1.8%	2.9%	i
COCCCNC(=S)NNC(=S)Nc1ccccc1	53.0%	-10.1%	6.6%	.	1.8%
Cc1ccc(NC(=S)N2CCC(N(C)CC3CCCO3)CC2)c(C)c1 (stereo not drawn)	-12.1%	-0.5%	7.3%	6.5%	i
CCn1c(CCNC(=O)c2ccco2)nc2ccccc21	-4.7%	9.4%	4.8%	4.7%	4.3%
CCN=c1sc2ccccc2n1CC(O)COc1ccccc1 (stereo not drawn)	32.5%	1.6%	10.2%	-5.1%	6.9%
COc1ccccc1OCC(=O)Nc1nonc1NC(=O)COc1ccccc1OC	-11.7%	-4.9%	-2.4%	-11.0%	0.7%
Cc1cc(=O)oc2cc(OCC(=O)NCCCN3CCOCC3)c(Cl)cc12	-0.2%	-1.4%	-4.4%	-6.5%	2.3%
C/C(CC(=O)Nc1ccc2c(c1)OCO2)=N\NC(=O)c1ccc(N)cc1	74.4%	61.2%	12.5%	.	0.2%
O=C(COc1ccc(S(=O)(=O)N2CCOCC2)cc1)N1CCc2ccccc2C1	-20.0%	-3.0%	-1.3%	0.9%	5.9%
O=C(NCCCN1CCOCC1)c1cc(-c2ccc(Cl)cc2)on1	19.2%	-1.4%	-3.3%	6.0%	1.5%
CC(=O)N(/N=C/c1ccc([N+](=O)[O-])o1)c1nc2ccccc2c(=O)n1-c1ccccc1	44.0%	18.3%	13.3%	4.1%	4.9%
C/C(=N\Nc1cccc2ccccc12)c1c(O)n(Cc2ccccc2)c(=O)[nH]c1=O	39.0%	7.9%	0.1%	3.7%	8.5%
COC(=O)Cn1c(CN(C)Cc2ccccc2)nc2c1c(=O)n(C)c(=O)n2C	0.5%	-1.6%	0.8%	20.7%	1.2%
Cc1ccccc1NS(=O)(=O)c1ccc(C(=O)N2CCN(c3ccccc3O)CC2)cc1	27.3%	4.3%	2.2%	4.9%	2.3%
Cc1noc(C)c1COc1ccc(C(=O)OCC(=O)c2ccc3c(c2)OCCO3)cc1	-10.1%	8.8%	1.8%	3.3%	4.2%
Clc1ccc2[nH]c3c(NCCN4CCOCC4)ncnc3c2c1	-4.7%	4.8%	0.1%	-10.9%	3.5%

Screening results: PubChem, Southern Research Specialized Biocontainment Screening Center
